Screening data (PubChem)
MITF TRPM1 HTS – increases MITF-driven TRPM1 promoter luciferase signal | activation, % at 12.5 µM | actives 0.75% (n = 300,000) | SK-MEL-5 TRPM1-promoter luciferase, 24 h; % of positive control, neutral wells = 0;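 active = mean activation of at least 80% with every replicate also reaching 80%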;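 note: 0% = neutral control wells and 100% = parthenolide positive control wells; values of inactives mirror those of a sister screen read the other way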
Wnt act – activators of Wnt/beta-catenin signaling | Wnt/beta-catenin reporter cell assay, activator, plate reader | activation, % at 9.35 µM | actives 1.2% (n = 300,000) | AID 743398; in the data active = activation above about 30%, passing the limit was not always enough;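 note: 0% = neutral control wells and 100% = positive control wells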
RTF Ca sens act – cardiac RTF calcium sensitization | P19429+P45379 | IANBD-labeled TnC RTF fluorescence at EC20 calcium; 0% EC20 calcium, 100% full calcium | activation, % at 7.2 µM | actives 0.24% (n = 340,000);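 active = activation above the mean over all tested compounds plus 3 SD, cut at about 30% in these data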;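 note: rise in fluorescence read as greater calcium sensitivity of cardiac thin filaments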
Tat export inh – inhibitors of E. coli Tat protein transport; E. coli MC4100 TorA-mCherry Tat export, fluorescence; inhibition, % at 10 µM; actives 0.036% (n = 340,000);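 active = mean replicate inhibition at least 50% and at least half of replicates individually reaching 50%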;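 note: exported cargo escapes ClpAP degradation while cytoplasmic cargo is degraded and loses fluorescence; 0% = median of neutral control wells and 100% = median of NaSCN control wells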
dFosB activator – enhances mouse delta FosB homodimer DNA binding. purified delta FosB, TAMRA-CDK5 oligo fluorescence polarization; percent of positive-control signal above neutral wells. actives 0.99% (n = 340,000). activation, % at 25 µM;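 active = mean activation above about 17%, with every replicate also reaching it, limit read from the data, passing the limit was not always enough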;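 note: fluorescence polarization rise as delta FosB binds a TAMRA Cdk5 AP-1 oligo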
Target sequence (P13346 whole entry, looked up): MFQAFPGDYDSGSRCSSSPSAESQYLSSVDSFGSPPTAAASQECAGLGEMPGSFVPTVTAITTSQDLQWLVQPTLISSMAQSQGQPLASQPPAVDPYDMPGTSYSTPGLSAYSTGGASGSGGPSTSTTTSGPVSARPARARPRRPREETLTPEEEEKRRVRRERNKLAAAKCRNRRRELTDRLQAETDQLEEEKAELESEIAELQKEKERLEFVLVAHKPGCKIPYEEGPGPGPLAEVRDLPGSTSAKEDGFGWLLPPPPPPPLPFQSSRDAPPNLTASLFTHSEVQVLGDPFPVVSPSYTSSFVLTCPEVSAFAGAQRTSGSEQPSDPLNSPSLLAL
CDK5 inh – inhibitors of human CDK5/p35 kinase | Q00535+Q15078 | AID 488839 | inhibition, % at 10 µM | Recombinant CDK5/p35, ADP-Glo luminescence, 60 min | actives 0.01% (n = 330,000);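 active = highest replicate inhibition of at least 50% and at least 75% of replicates reaching 50%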;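 note: plate controls were DMSO neutral control for no effect and GW8510 at 10 µM for full effect; many of its hits are not listed in these tables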
V-ATPase pH – alters yeast V-ATPase proton transport. S. cerevisiae, pHLuorin cytosolic pH fluorescence. response, % at 10 µM. actives 0.37% (n = 350,000); in the data active = response mostly above about 7.3%, no sharp cut-off; inactive = mostly below about 5.4%; note: actives read high; inactives centre near 0; some compounds called inactive have numbers as strong as hits
Rtt109 HAT inh – inhibitors of Candida albicans Rtt109/Vps75 histone acetyltransferase; inhibition, % at 34.9 µM; AID 540336; purified Rtt109/Vps75, ThioGlo CoA-SH fluorescence, 4 h; actives 0.16% (n = 330,000);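 active = inhibition of at least 50% in every replicate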
Target sequence (Q5AAJ8 whole entry, looked up): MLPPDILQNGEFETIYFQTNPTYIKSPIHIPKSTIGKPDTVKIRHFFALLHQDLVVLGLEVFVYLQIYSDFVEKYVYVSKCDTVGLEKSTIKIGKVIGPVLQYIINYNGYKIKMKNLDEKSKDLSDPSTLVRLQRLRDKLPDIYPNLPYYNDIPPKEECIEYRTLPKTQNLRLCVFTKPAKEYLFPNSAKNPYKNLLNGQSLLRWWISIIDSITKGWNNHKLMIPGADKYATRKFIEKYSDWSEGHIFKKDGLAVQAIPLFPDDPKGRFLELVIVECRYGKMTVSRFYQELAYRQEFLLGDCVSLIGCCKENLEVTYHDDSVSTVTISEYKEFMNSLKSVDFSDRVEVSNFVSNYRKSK
CAL PDZ FP-1 – CAL PDZ (human) peptide binding inhibition. Q9HD26. purified CAL PDZ, TMR-peptide fluorescence polarization, 1 h. inhibition, % at 24.9 µM. actives 0.92% (n = 300,000). AID 602252;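 active = mean inhibition of at least 30% with at least half of replicates also reaching 30%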;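 note: 0% = DMSO neutral control and 100% = excess unlabeled competitor peptide PRC23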
CAL PDZ FP-2 – inhibitors of human CAL PDZ peptide binding. Q9HD26. purified CAL PDZ, TMR-peptide fluorescence polarization, 1 h. inhibition, % at 20 µM. actives 0.02% (n = 330,000). AID 504414;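 active = highest replicate inhibition of at least 40%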;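 note: plate controls were DMSO neutral control wells for no effect and unlabeled competitor peptide control wells for full effect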
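Material – purified CerCALP PDZ construct · Detection – FP readout, S and P plane fluorescence · Measure – percent inhibition from loss of millipolarization · Controls – unlabelled peptide for full inhibition, DMSO wells as neutral · Probe or stimulus – TMR-labelled reporter peptide T*-PRC34 bound in PDZ groove · Times – 1 h at RT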
* marks the source's active call; other numbers are inactive results; · = no result given. Rows are unselected (roughly 4.1% active in at least one column).

SMILES	MITF TRPM1 HTS	Wnt act	RTF Ca sens act	Tat export inh	dFosB activator	CDK5 inh	V-ATPase pH	Rtt109 HAT inh	CAL PDZ FP-1	CAL PDZ FP-2
CCOc1ccccc1C=C1SC(=S)NC1=O	-4	-2	8	-2	-5	0.2	3	7	-4	-0.2
CCc1nc2c3cnn(-c4cc(Cl)ccc4C)c3ncn2n1	-1	·	-18	4	5	0.4	2	-16	-5	-1.0
CC(/C=N/NC(=O)c1cccc(F)c1)=C\c1ccccc1	44	40*	-2	-4	-11	-0.4	-3	2	-2	-2.8
COc1ccc(-c2ccc(CCC(=O)O)o2)cc1	18	11	5	-2	-2	-1.2	5	58*	-4	-1.9
O=C(CSc1ccccn1)N1CCN(c2ccc(Cl)cc2)CC1	-5	·	2	5	-1	-4.5	-1	6	·	-0.6
CC(C)(C)SCCNC(=O)CN(c1ccc(F)c(Cl)c1)S(C)(=O)=O	-3	-9	-6	2	0	-2.3	-2	-13	-2	-0.2
CC1=NN(C(=O)Cc2ccc([N+](=O)[O-])cc2)C(O)(C(F)(F)C(F)(F)F)C1 (stereo unspecified)	-3	0	5	-5	-13	0.2	6	6	7	-0.8
c1ccc2c(c1)C(=NCC1CCCO1)NC2=NCC1CCCO1 (stereo unspecified)	-2	-3	-3	-8	-7	0.4	0	-5	-1	-0.2
CCOC(=O)c1sc2nccc(N(C)C)c2c1N=CNOCc1c(F)cccc1Cl	12	·	-2	7	-2	-1.3	-4	1	-3	-0.1
N#Cc1ccccc1Cn1c(=O)oc2ccccc21	·	1	0	-9	-4	0.0	-2	-3	0	-0.9
COc1ccc(CCNC(=O)CSc2ccc3nnc(CCNC(=O)c4ccc(C)cc4)n3n2)cc1OC	-14	-2	-2	-1	-4	-0.3	-6	-5	14	-0.9
O=C(C1=C[C@@H](C2CC2)C[C@@H](OCCCCO)O1)N1CCN(Cc2ccccc2)CC1	9	-3	6	-4	3	-0.2	0	2	-1	-0.9
O=C(O)C1CCCN1C(=O)Nc1ccccc1 (stereo unspecified)	3	0	4	11	-2	1.9	1	-4	10	·
Cc1ccc(S(=O)(=O)NCCNc2ccc(Br)c(C)c2)cc1	-12	-3	-3	0	-6	-0.4	6	-9	39*	-0.3
CC(C)(C)NC(=O)COC(=O)c1ccc(S(=O)(=O)N2CCCCCC2)cc1	9	·	4	-9	-9	1.2	-3	13	-5	·
CCOC1(OCC)C(c2ccc(N)cc2)C(C#N)(C#N)C1(OCC)OCC (stereo unspecified)	·	·	-5	-3	-12	0.6	0	-9	-3	·
COC(=O)CCC(NC(=O)c1cc(C)oc1C)C(=O)OC (stereo unspecified)	2	·	-2	7	7	0.4	1	-1	-5	·
C=CCNC(=S)NNc1nc(N2CCCC2)nc(N2CCCC2)n1	·	-1	-12	-8	-5	0.6	2	0	-7	-0.5
Cc1nnc(NC(=O)CSc2nnc(NC(=O)C(C)(C)C)s2)s1	10	-1	1	1	4	-1.2	-2	-6	·	-1.2
c1csc(-n2nc3ccccc3n2)c1	23	-2	-2	-1	-2	0.9	5	-2	-2	-0.1
OCC(O)[C@@H](O[C@H]1O[C@H](CO)[C@@H](O)[C@H](O)[C@H]1O)[C@H](O)[C@@H](O)CO (stereo partly specified)	-2	0	0	2	-1	0.3	2	-5	1	-0.2
O=C1NC(=S)N/C1=C/c1cc2c(cc1[N+](=O)[O-])OCO2	-9	1	-8	1	0	-0.2	2	-4	-7	-1.2
Cn1c(SCC(=O)N2CCN(c3ccccc3)CC2)nnc1-c1c[nH]c2ccccc12	·	2	-2	-4	-8	-2.2	4	-2	·	-0.5
CS(=O)(=O)c1nc(S(=O)(=O)c2ccc(Cl)cc2)c(N2CCOCC2)s1	-73	-3	6	0	2	0.7	4	-6	-2	-1.1
Cc1nn(C2CCS(=O)(=O)C2)c(Cl)c1/C=C/C(=O)OCC(=O)N(C)C (stereo unspecified)	-1	0	4	-8	2	0.4	-4	-12	7	0.1
O=C1CCc2cc(S(=O)(=O)N3CCN(c4ccc(F)cc4)CC3)cc3c2N1CC3	-3	0	-9	4	0	0.1	3	10	8	-1.3
CN(C)S(=O)(=O)c1cccc(NC(=O)CCNC(=O)c2ccccc2Cl)c1	4	·	-4	-5	1	2.2	1	3	-6	0.0
CCc1cccc(CC)c1NC(=O)c1cccc(S(=O)(=O)N2CCN(C)CC2)c1	2	1	-2	4	-11	0.8	0	-4	-4	-2.0
O=C(CSc1ccc2nnc(-c3ccccn3)n2n1)NCc1ccc2c(c1)OCO2	1	-4	9	2	-8	-0.9	-1	6	·	1.1
CC1Cc2ccccc2N1C(=O)Cc1cccs1 (stereo unspecified)	11	·	2	0	0	-1.5	-1	26	-1	-1.3
Cc1cccc(NS(=O)(=O)c2cn(C)c(=O)n(C)c2=O)c1C	·	0	-1	2	-3	-1.6	-1	-8	·	-0.8
O=C(CSc1nnc2ccccn12)NNC(=O)c1ccc(F)cc1	9	0	-2	-1	0	-1.3	0	6	2	-0.1
Cc1ccc(C)c(N2CCN(S(=O)(=O)c3c(C)[nH]c(C)c3C(=O)N3CCCCC3)CC2)c1	5	-1	-1	-5	-13	-4.7	0	-3	-3	-2.7
Cc1csc(N2CCc3ccccc32)n1	·	14	-1	7	3	-1.3	2	-10	-3	-0.3
COc1ccc(S(=O)(=O)CCc2nnc(NC(=O)c3cccs3)s2)cc1	-4	·	4	-11	-8	0.4	-1	23	1	0.4
COc1cccc(C(=O)NCc2ccco2)c1	·	2	-7	-7	-4	0.8	1	6	-1	-0.4
CC(C)c1cc(CN2CCN(C3CCCC3)C(CCO)C2)[nH]n1 (stereo unspecified)	3	-2	7	12	3	0.6	-1	-4	-6	-1.1
Cc1ccc(N2C(=O)N(CC(=O)Nc3ccc([N+](=O)[O-])cc3)C(=O)C2C)cc1 (stereo unspecified)	6	1	1	-5	-9	-0.7	2	-13	-3	-2.1
CCOC(=O)c1cc(OC(=O)c2ccccc2Br)n(-c2ccccc2)n1	6	-2	10	2	-1	-1.7	-1	14	-3	-2.5
On1c(-c2ccccc2)nc2ncccc21	-10	0	-7	-6	-12	0.7	1	-9	-3	-0.1

Retrieved one by one from the entries so far:
SMILES	MITF TRPM1 HTS	Wnt act	RTF Ca sens act	Tat export inh	dFosB activator	CDK5 inh	V-ATPase pH	Rtt109 HAT inh	CAL PDZ FP-1	CAL PDZ FP-2
On1c(-c2ccccc2)nc2ncccc21	-10	0	-7	-6	-12	0.7	1	-9	-3	-0.1
COc1cccc(C(=O)NCc2ccco2)c1	·	2	-7	-7	-4	0.8	1	6	-1	-0.4

Next part.
SMILES	MITF TRPM1 HTS	Wnt act	RTF Ca sens act	Tat export inh	dFosB activator	CDK5 inh	V-ATPase pH	Rtt109 HAT inh	CAL PDZ FP-1	CAL PDZ FP-2
CC(=O)c1cc(-c2ccc(F)cc2)n(CCC(=O)NC(C)(C)C)c1C	-14	-3	1	-2	0	-0.3	3	2	0	-2.9
CC(C)Nc1ncnc2c1cnn2-c1ccc(Cl)cc1	·	-2	-1	-5	-13	-1.1	3	0	·	-8.8
CSc1ncccc1C(=O)OCC(=O)NC1CCCc2ccccc21 (stereo unspecified)	-9	-1	-1	-9	-15	0.9	-1	-2	-1	-2.8
CC(C)N(CCCNC(=O)c1nn(C)c2c1CS(=O)(=O)c1ccccc1-2)Cc1ccccc1	11	0	7	5	-8	-1.5	2	-1	2	-1.4
O=C(Nc1ccccn1)c1csc2c1CCCC2	38	17	2	-6	-3	-0.7	-3	0	-1	-0.7
OCCC1CN(Cc2nc(-c3ccccc3)cs2)CCN1Cc1ccc(F)cc1 (stereo unspecified)	-8	-3	3	0	-5	1.2	-3	-4	-1	3.8
CCN1C(C)=CC(=O)[C@@H](O)[C@H]1c1ccccc1Br	1	-2	3	10	3	-0.7	0	-3	7	0.2
O=C(/C(Br)=C/Nc1cc(Cl)ccc1Cl)C(F)(F)F	10	·	6	-14	0	-0.7	1	-1	-1	-0.5
COc1ccc(/C=C/C(=O)OC2CCCN(C)C2)cc1 (stereo unspecified)	16	0	-4	-12	4	1.0	0	2	22	-1.1
CCCc1n[nH]c2c1/C(=N/O)CC(c1ccccc1)C2 (stereo unspecified)	11	·	8	9	8	-0.6	1	-1	-3	-0.8
COc1cccc(NC(=O)CSc2nc3ccccc3c(=O)n2CCCC(=O)NCCCN2CCOCC2)c1	6	-2	-6	-2	·	-0.3	-2	-2	-4	0.4
O=C(CCNC(=O)c1ccc(Br)o1)NCc1ccccn1	0	·	10	11	2	-0.1	-1	-8	·	-2.7
CCCCCSc1nc(C)c(CC(=O)O)c(=O)[nH]1	16	·	-5	-1	3	-2.9	-3	0	1	-2.3
c1cnc2c(OCc3nc4ccccc4[nH]3)cccc2c1	70	26	-5	-4	-26	0.0	-1	2	-2	-4.0
O=C(CCc1nnc2ccc(N3CCCC3)nn12)Nc1ccc(F)c(F)c1	1	-1	-4	0	-5	0.7	-3	-7	-4	-1.8
O=C(/C=C/c1ccc(S(=O)(=O)N2CCOCC2)cc1)NCc1ccccc1Cl	-1	-3	10	3	-8	-1.9	1	-9	2	-4.6
O=C(NCCc1ccccc1)c1nc2c(nnn2Cc2ccccc2Cl)c(=O)[nH]1	-1	·	8	-1	-10	2.3	0	16	·	-6.3
COCCn1c(=S)[nH]c2sc3c(c2c1=O)CCCC3	-5	-1	2	-3	-9	2.1	-56	1	-2	0.3
CC(Sc1nc2ccccc2c(=O)n1C)C(=O)Nc1ccc2c(c1)OCCO2 (stereo unspecified)	-19	-5	-3	2	-4	0.9	3	11	-3	-0.9
CCNC(=O)NC(=O)CSc1cccc(C(F)(F)F)c1	-5	·	4	6	-2	2.2	-1	-2	0	-1.9
COc1ccc2cc3cc(C(=O)NCc4cccnc4)oc3nc2c1	0	29	2	-9	-29	-2.3	4	10	1	0.5
CN(c1ccc(C(=O)NC2CCCC2)cc1)S(=O)(=O)c1ccc(Cl)cc1	-3	0	0	-2	-5	0.3	-1	-4	1	-1.7
COc1ccc(/C=N/NC(=O)c2ccco2)cc1OCc1ccccc1	·	1	4	-2	-9	-2.8	3	10	6	-2.8
CCCc1cc(=O)[nH]c(Nc2ccc(OC)c(Cl)c2)n1	·	·	5	-1	-8	-6.9	3	6	6	0.3
CCOC(=O)C1CCN(S(=O)(=O)c2cc3c(cc2C)NC(=O)CO3)CC1	-9	-2	9	8	-5	-0.1	2	16	·	-0.3
O=C(c1cc2c(s1)CCCC2)N1CCN(c2ccccc2)CC1	15	2	-6	7	-17	0.9	1	-4	-1	-1.8
COc1cc2c(cc1OC)-c1nnc(-c3ccco3)n1C1(CCCC1)C2	11	·	7	0	-3	-0.3	-1	-19	1	-2.4
CC(C)CNC(=O)c1cc(-c2ccc(Cl)c(Cl)c2)on1	61	-1	2	7	-1	0.3	-3	0	-7	·
COc1ccc(/C=N/NC(=O)c2ccc(C)cc2)cc1CN1CCN(c2ccc(F)cc2)CC1	16	-1	7	-1	6	0.5	0	-9	·	0.2
Cc1ccccc1Cn1cc(NC(=O)c2cc(-c3ccco3)on2)cn1	-2	7	-3	5	1	-3.2	1	-8	-3	-0.2
COc1cccc(OCc2nn3c(=O)c(-c4ccccc4)nnc3s2)c1	7	0	1	-3	-7	1.4	-4	-10	-4	-1.4
